High-throughput results: PubChem BioAssay, National Center for Advancing Translational Sciences (NCATS)
ATXN viability: cell viability loss in ATXN counter-screen; S2 cells (HEK-293 line with an ATXN2-luciferase reporter) viability, CellTiter-Fluor protease fluorescence, 24 h; Potency, µM (top dose mostly 56.7 µM), actives largely listed as cytotoxic; hit rate 0.49% among 400,000; note: potency is the fitted concentration of half-maximal effect; nearly all actives have a fitted effect of over 40% in size
HT1080 IDH1KD tx: kills HT-1080 cells with IDH1 knockdown; HT-1080 IDH1 knockdown viability, ATP luminescence, 48 h; Potency, µM (titrated, usually from 46.1 µM), inactives show at the top dose activity, negative = toxicity, actives largely listed as cytotoxic; hit rate 2% among 360,000;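 note: potency is the fitted concentration of half-maximal effect; 0% = DMSO wells and -100% = cell-free medium wells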
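Cytotoxicity counter-line: IDH1KD HT-1080, 48 h, CellTiter-Glo. Curves classed by r2, magnitude and activity.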
IL1B secr inh: blocks inflammasome-driven IL-1 beta release. activity change, % at 57.5 µM. hit rate 4.7% among 360,000. THP-1 LPS/ATP IL-1B secretion, AlphaLISA, 16 h; active compounds read low; in the data active = activity change below about -50%; inconclusive = mostly about -30% to -49%; note: % is set by controls: 0 for no effect and ±100 for the full control effect
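Secreted IL-1B measured by AlphaLISA bead assay after 16 h compound exposure of THP-1 cells; compounds (final up to 57.5 uM) added 1 h before LPS (250 ng/mL) and ATP (1.25 mM) stimulation; lower signal means less secretion.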
MCF10A rerep: DNA re-replication induction in MCF 10a cells. MCF 10A DNA re-replication, Hoechst nuclear intensity, 48 h. hit rate 2.9% among 350,000. Potency, µM (titrated, usually from 46.1 µM), inactives show at the top dose activity, positive = re-replication, actives largely listed as activators. AID 624296; note: potency is the fitted concentration of half-maximal effect; % of control where 0% means no effect; nearly all actives have a fitted effect of over 50% in size
HT1080-NT tox: kills 2HG-producing HT-1080-NT fibrosarcoma cells. HT-1080-NT fibrosarcoma viability, CellTiter-Glo ATP luminescence, 48 h. Potency, µM (doses to about 46.1 µM), for the others: at the top dose activity, negative = less viability, most hits filed as cytotoxic. hit rate 1.6% among 360,000. AID 686970;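 note: NT is the 2HG producing partner of a matched IDH1 knockdown line; potency is the fitted concentration of half-maximal effect; 0% = DMSO-treated cells and -100% = media-only wells without cells; nearly all actives have a fitted effect of over 55% in size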
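Viability by CellTiter-Glo luminescence after 48 h compound exposure at 37C of HT-1080-NT cells (750/well, RPMI, 5% FBS). % activity scaled between DMSO wells and medium-only wells, then curve-fitted and categorized by curve class.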
SW480 rereplic: DNA re-replication induction in SW480 cells; Potency, µM (titrated, usually from 46.1 µM), for inactives: at the top dose re-replication activation, usual class: activators; AID 624297; SW480 DNA re-replication, Hoechst DNA content imaging, 48 h; hit rate 1.8% among 340,000; note: potency is the fitted concentration of half-maximal effect; % of control where 0% means no effect; nearly all actives have a fitted effect of over 55% in size
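Image-based DNA-content assay: after two days of treatment, nuclei were labelled with the DNA dye Hoechst and imaged, and hits were compounds raising the count of nuclei showing high fluorescence intensity.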
KB-3-1 cytotox: KB-3-1 parental cell cytotoxicity; Potency, µM (series often up to 46.1 µM), inactives show at the highest dose activity change, negative = cytotoxic, most hits filed as cytotoxic; hit rate 1.4% among 400,000; KB-3-1 viability, CellTiter-Glo ATP luminescence, 72 h; AID 1347075; note: potency is the fitted concentration of half-maximal effect; % is set by controls: 0 for no effect and ±100 for the full control effect; nearly all actives have a fitted effect of over 60% in size
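Luminescent ATP read-out (CellTiter-Glo) measures survival of drug-naive KB-3-1 cells after 72 h compound exposure at 37 °C. Titration series was screened from lowest to highest concentration, with DMSO vehicle plates as background controls.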
ATXN2 expr inh: reduces ATXN2 reporter expression in HEK-293 cells; HEK-293 ATXN2-luciferase reporter, luminescence, 24 h; Potency, µM (top dose mostly 57 µM), inactives show at the highest dose activity change, negative = inhibition, usual class: inhibitors; hit rate 0.72% among 360,000; AID 1745845; note: potency is the fitted concentration of half-maximal effect; % is set by controls: 0 for no effect and ±100 for the full control effect; nearly all actives have a fitted effect of over 55% in size
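ATXN2-luciferase reporter cells (luciferase flanked by upstream and downstream ATXN2 gene portions) were treated 24 h at 37 °C with compounds at up to 57 uM. SteadyGlo luminescence gave expression; GF-AFC fluorescence gave viability.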
KB-V1 cytotox: kills drug-selected multidrug resistant KB-V1 cells; hit rate 3.4% among 400,000; KB-V1 MDR cells viability, CellTiter-Glo, 72 h; Potency, µM (highest dose often 46.1 µM), inactives show top-dose activity change, negative = cytotoxicity, hits mostly cytotoxic; note: potency is the fitted concentration of half-maximal effect; % is set by controls: 0 for no effect and ±100 for the full control effect; nearly all actives have a fitted effect of over 60% in size
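Potencies derive from concentration-effect curves fitted to normalized luminescence (CellTiter-Glo) of KB-V1 cells treated for 72 h at 37 degrees C in phenol-red-free DMEM containing 10% FBS.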
* hit, by the source's call; i = inactive; ? = inconclusive; . = not tested or not shown; & = joins results of further samples; [ ] = another dose, or the depositor's remark. Unless noted, calls come from the whole dose curve; as a rule, active = well fitted curve in the direction sought with a large enough effect; inconclusive = small, poorly fitted or top-dose-only effect, or another doubt; inactive = no such curve, though single readings can be large; an effect the other way counts as inactive or inconclusive.

SMILES	ATXN viability	HT1080 IDH1KD tx	IL1B secr inh	MCF10A rerep	HT1080-NT tox	SW480 rereplic	KB-3-1 cytotox	ATXN2 expr inh	KB-V1 cytotox
OC(c1ccc(F)c(F)c1)c1ncc(-c2ccc(Cl)cc2)[nH]1 (stereo not drawn)	i	?	22	.	?	.	?	3%	4%
C=CCNCCOCCOc1ccc(C)cc1Br	i	-8%	-21	13%	-12%	6%	8%	11%	-20%
O=C(CCCc1c[nH]c2ccccc12)NCc1cccs1	i	12%	?	-9%	-1%	-12%	-1%	21%	-7%
Cc1cccc(C)c1-n1ncc(C(=O)NC2CCCC2)c1C1CCN(C(=O)OC(C)(C)C)CC1	i	.	.	.	.	.	11%	-1%	-5%
c1ccc(SCCc2ccncc2)cc1	?	0%[9.24 µM]	4	-3%	5%	-4%	-5%	7%	-20%
CC1CCN(S(=O)(=O)N2CCC(C(=O)NCCC3=CCCCC3)CC2)CC1	i	7%	25	9%	20%	-1%	-1%	1%	-28%
O=C1CC(NN2CCCCC2)C(=O)N1c1ccccc1 (stereo not drawn)	i	11%	2	-3%	13%	-7%	12%	-1%	3%
CCOC(=O)c1c(NC(=O)/C=C/c2ccccc2)sc2c1CCCC2	i	.	.	.	.	.	4%	1%	?
COc1cccc(-c2nn3c(=O)cc(CN4CCN(C(=O)/C=C/c5ccccc5)CC4)nc3s2)c1	i	.	.	.	.	.	3%	8%	5%
CC(C)c1cc(Br)ccc1OCCCN1C(=O)NC(C)(C)C1=O	i	-12%	32	17%	-2%	11%	?	-19%	13µM*
O=c1cc(-c2ccccc2)cc(-c2ccccc2)n1CCO	i	8%	?	2%	13%	-11%	-2%	11%	-11%
Brc1csc(C=Nc2ccc3c(c2)OCCOCCOCCOCCO3)c1	?	11%	-3	-9%	10%	0%	18%	-12%	-9%
COc1ccccc1C(CNC(=O)CCNS(=O)(=O)c1ccc(Br)cc1)N1CCCC1 (stereo not drawn)	i	-7%	-9	-4%	-10%	6.5µM*	-6%	-11%	11%
COc1ccc(C(=O)NCCS(=O)(=O)NCCc2ccccc2)cc1	i	10%	-9	?	2%	-2%	2%	18%	-3%
Cc1ccc(NC(=S)N2CCN(Cc3ccccc3)CC2)cc1	i	4%	-13	-4%	2%	0%	15%	4%	50%
C=CCNc1nc(Cl)ncc1F	?	8%	16	1%	9%	1%	12%	-4%	1%
O=C(CSc1nnc(NC(=O)c2cccc(F)c2)s1)NC1CCCC1	i	10%	-6	5%	14%	20%	-13%	1%	7%
Cc1ccccc1-c1nnc(SCC(=O)Nc2c(C)n(C)n(-c3ccccc3)c2=O)o1	?	1%	46	0%	6%	-7%	-3%	7%	7%
O=C(Nc1nnc(C2CC2)s1)c1cccs1	i	-6%	-1	-1%	26%	-4%	-5%	15%	2%
Nn1c(SCC(=O)Nc2ccc3c(c2)OCCO3)nnc1-c1ccccn1	i	4%	-6	1%	13%	-8%	-3%	1%	-7%
CC1CCN(c2nn3c(=O)c(C(=O)NCc4ccc(Cl)cc4)cnc3s2)CC1	i	.	.	.	.	.	0%	0%	28%
C=CCc1cc(/C=C2/NC(=O)N(CC)C2=O)cc(OCC)c1OCc1ccc(C(=O)O)cc1	i	-24%	?	?	-25%	21%	-3%	?	19%
COc1ccc(NC(=O)C2CCN(S(=O)(=O)c3ccc4c(c3)CCCC(=O)N4)CC2)cc1OC	i	.	.	.	.	.	29%	4%	9%
CSC1=C(C#N)C(c2ccccc2Cl)C(C(C)=O)=C(C)N1 (stereo not drawn)	i	-1%	-1	-11%	-5%	-5%	0%	3%	-27%
O=C(NCCc1ccccc1F)C1CCCN1S(=O)(=O)c1ccc2ccccc2c1 (stereo not drawn)	i	-22%	-5	14%	6%	?	?	-12%	0%

Further entries follow:
SMILES	ATXN viability	HT1080 IDH1KD tx	IL1B secr inh	MCF10A rerep	HT1080-NT tox	SW480 rereplic	KB-3-1 cytotox	ATXN2 expr inh	KB-V1 cytotox
O=C1COc2ccc(S(=O)(=O)CCC(=O)N3CCN(c4ccccc4)CC3)cc2N1	i	6%	25	2%	11%	-15%	?	6%	?
CC(C)=C(NC(=O)c1ccccc1)C(=O)NC(Cc1ccccc1)C(=O)O (stereo not drawn)	i	14%	17	9%	9%	3%	7%	7%	6%
COc1cccc(C(=O)C2CCCN(C(=O)c3ccccn3)C2)c1 (stereo not drawn)	i	5%	0	-3%	7%	28%	12%	0%	-10%
CCOc1ccc(C(=O)CCC(=O)Nc2ccc(C)cn2)cc1	i	-9%	12	1%	-8%	-1%	14%	1%	0%
COc1ccccc1/C=C/C(=O)c1c2c(c(C)[nH]c1=O)CCCC2	?	?	-101*	?	4.5µM*	?	-9%	-38%	?
C/C(=N\NC(=O)c1cccc(O)c1)c1cccc(NC(=O)c2ccc(F)cc2)c1	i	-2%	-28	5%	0%	15%	6%	20%	0%
CC1CCCN(C(=O)C(C)Nc2cc(Cl)ccc2N2CCOCC2)C1 (stereo not drawn)	i	-3%	-22	7%	-3%	?	-1%	-5%	-13%
CN(CC(=O)Nc1c(Cl)cccc1Cl)C(=O)c1ccncc1	i	2%	5	-2%	4%	-7%	18%	-11%	9%
CCN(Cc1ccccc1)S(=O)(=O)c1c(C)[nH]c(C)c1C(=O)N1CCCC1	i	-11%	0	0%	-2%	-24%	?	-11%	-22%
Cc1ccc(NC(=O)CSc2nc(-c3ccco3)cc(C(F)(F)F)n2)c(C)c1	?	.	.	.	.	.	?	-19%	-15%
CSc1ccccc1NC(=O)Nc1ccc(Cl)cc1	i	?	?	?	14µM*	?	-10%	?	0%
COc1ccc(NC(=O)CN2CCN(c3ccc(F)cc3)CC2)cc1Cl	i	0%	-10	0%	0%	-1%	0%	-9%	0%
Cc1ccc2oc(-c3ccc(NC(=O)CCC(=O)O)cc3)nc2c1	?	.	.	.	.	.	8%	64%[activator]	?
CC(C)[C@H]1COCCS(=O)(=O)N1Cc1ccccc1	i	-2%	13	-17%	0%	-2%	7%&-4%	3%	4%&-15%
C/C(Cn1nnc([N+](=O)[O-])n1)=N\NC(=O)c1ccc(O)cc1	?	-9%	41	-2%	?	-35%[inhibitor]	-1%	.	-37%
CS(=O)(=O)N1N=C(c2ccc(Cl)cc2)CC1c1cccs1 (stereo not drawn)	.	-5%	-11	-3%	-1%	-8%	-3%	.	8%
Cc1nc(NC(=O)COC(=O)c2cccs2)c(Cl)cc1Cl	i	-11%	5	4%	-1%	-4%	10%	-1%	0%
O=C(c1nc2ccccc2s1)N1CCSCC1	i	-1%	14	0%	-1%	-5%	8%	66%[activator]	3%
COc1ccc(F)cc1S(=O)(=O)NC1CCCC1	i	-27%	-4	15%	?	?	-1%	-11%	-10%
CCn1c(-c2csc3ccccc23)n[nH]c1=S	i	-1%	-10	1%	-2%	-3%	18µM*	0%	7.3µM*
CCOC(=O)c1c(NC(=O)COC)sc(C(C)=O)c1C	i	8%	-9	8%	15%	-6%	-1%	4%	-10%
O=C(/C=C/NCc1cccnc1)C(F)(F)C(F)(F)F	i	16%	-3	-2%	14%	-1%	3%	-17%	8%
S=c1[nH]nc(-c2cc(-c3ccccc3)n[nH]2)n1/N=C/C=C/c1ccccc1	i	2%	0	?	1%	-6%	-1%	2%	21%
COc1ccc(CNCCCC(=O)Nc2c(Cl)ccc(C)c2Cl)cc1OC	i	-5%	-9	-3%	-1%	-1%	-4%	-23%	-17%
CCc1c(C)nc(N)c(C#N)c1-c1ccccc1	i	5%	3	3%	-1%	-1%	11%	-3%	11%

The list goes on.
SMILES	ATXN viability	HT1080 IDH1KD tx	IL1B secr inh	MCF10A rerep	HT1080-NT tox	SW480 rereplic	KB-3-1 cytotox	ATXN2 expr inh	KB-V1 cytotox
CC(C)Cc1cc(C(=O)Nc2sc3c(c2C#N)CCC3)no1	i	-11%	-5	2%	0%	1%	-23%	5%	-28%
CC(=O)c1c(C)oc2ccc(N(C(=O)Oc3ccccc3)S(=O)(=O)c3ccc(Br)cc3)cc12	i	.	.	.	.	.	7%	-4%	-15%
COc1cccc(C(=O)NCC(c2ccco2)N2CCOCC2)c1 (stereo not drawn)	i	2%	10	-12%	-4%	?	-2%	2%	15%
Cc1cc(=O)n2[nH]c(-c3ccc(F)cc3)cc2n1	i	22%	-5	0%	5%	-9%	3%	27%	-14%
C/C(=N/OC(=O)c1ccc(F)cc1)c1ccc(C)cc1	i	8%	-2	-8%	15%	0%	6%	-3%	32%
CC(C)(C)Nc1nc(OCC#N)nc(N2CCCCC2)n1	i	-3%	2	5%	-12%	166%	-3%	.	?
O=C(CSc1nncn1-c1cccnc1)Nc1cccc([N+](=O)[O-])c1	i	4%	-3	3%	6%	-7%	-9%	9%	-4%
CC(=O)N(Cc1cccs1)Cc1cc2cc(C)c(C)cc2nc1Cl	i	0%	-53*	6%	3%	-25%	-3%	-7%[11.3 µM]	-23%
Cc1ccc(S(=O)(=O)n2ccc(-c3cccc(OCc4c(F)cccc4Cl)c3)n2)cc1	i	10%	-2	5%	19%	?	-5%	-7%	-11%
CCn1nc(C)c(CN2CCC(n3nccc3NC(=O)Cc3ccccc3)CC2)c1C	i	2%	-9	-1%	0%	-2%	0%	-4%	?
CCOC(=O)c1c(NC(N)=O)sc(C)c1C	i	4%	-1	3%	0%	-22%	-9%	7%	?
Cc1c[n+](C)ccc1CC1C([N+](=O)[O-])=C[N-]c2ncnn21 (stereo not drawn)	?	0%	17	4%	1%	10%	-4%	.	-1%
Cn1cc(S(=O)(=O)N2CCCCCC2)cc1C(=O)Nc1ccccc1F	i	.	.	.	.	.	-10%	-8%	0%

Profiles, looked up by structure. Values in the order: ATXN viability	HT1080 IDH1KD tx	IL1B secr inh	MCF10A rerep	HT1080-NT tox	SW480 rereplic	KB-3-1 cytotox	ATXN2 expr inh	KB-V1 cytotox
Entry for CCn1nc(C)c(CN2CCC(n3nccc3NC(=O)Cc3ccccc3)CC2)c1C : i	2%	-9	-1%	0%	-2%	0%	-4%	?
Entry for Cc1cc(=O)n2[nH]c(-c3ccc(F)cc3)cc2n1 : i	22%	-5	0%	5%	-9%	3%	27%	-14%

Rows are unselected (roughly 11% active in at least one column).
